Assay outcomes from PubChem BioAssay.
CBFb RUNX1 block: inhibitors of human CBF-beta and RUNX1 interaction; Q01196+Q13951; AlphaScreen CBFb-His/RUNX1-biotin binding, biochemical; Potency, µM (series often up to 59.8 µM), without a hit: at the top dose activity, negative = inhibition, usual class: inhibitors; 230,000 tested, under 10 active; also: % of control where 0% means no effect
Target sequence (Q01196 whole entry, looked up): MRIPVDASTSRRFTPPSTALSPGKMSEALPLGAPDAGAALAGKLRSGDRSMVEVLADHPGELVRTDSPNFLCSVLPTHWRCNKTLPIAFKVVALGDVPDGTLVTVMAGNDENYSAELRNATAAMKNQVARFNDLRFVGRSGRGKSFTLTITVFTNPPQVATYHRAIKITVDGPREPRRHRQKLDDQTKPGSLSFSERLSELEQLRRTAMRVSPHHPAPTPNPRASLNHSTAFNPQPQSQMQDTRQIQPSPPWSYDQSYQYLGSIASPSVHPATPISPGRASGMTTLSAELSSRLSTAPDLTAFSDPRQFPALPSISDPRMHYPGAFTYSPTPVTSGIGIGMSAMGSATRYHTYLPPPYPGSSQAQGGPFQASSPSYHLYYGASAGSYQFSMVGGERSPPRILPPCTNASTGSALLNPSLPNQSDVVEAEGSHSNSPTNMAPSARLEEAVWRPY
Target sequence (Q13951 whole entry, looked up): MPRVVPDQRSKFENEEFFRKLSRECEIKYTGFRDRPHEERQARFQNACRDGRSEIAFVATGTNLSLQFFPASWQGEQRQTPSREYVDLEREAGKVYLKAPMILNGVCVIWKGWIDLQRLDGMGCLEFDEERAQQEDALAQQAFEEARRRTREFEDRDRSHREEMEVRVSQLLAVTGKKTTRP
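Room-temperature protein-protein interaction test with 30 nM each of His-tagged CBF-beta and biotinylated RUNX1, 15 min with compound, then 90 min with nickel plus streptavidin beads. Signal read in AlphaScreen mode.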
Tau FP inhib: blocks human tau fibril formation measured by polarization. P10636. K18 P301L tau heparin fibrillization, Alexa594 FP, 6 h. Potency, µM (highest dose often 57.7 µM), inactives show at the highest dose activity, negative = inhibition, actives largely listed as inhibitors. actives 0.39% (n = 280,000); also: potency is read from the fitted curve at half-maximal effect; % is scaled to controls: 0 for no effect and ±100 for the full control effect; nearly all actives have a fitted effect of over 55% in size
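Steps: dispense K18 P301L tau (15 uM plus 0.24 uM Alexa 594 tracer, final) in pH 7 sodium acetate; add compound; add heparin (20 uM final); incubate 6 hr, 37 C; add ThT (30 uM final); after 1 hr ambient, read FP.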
Tau fluor counter: counter-screen for tau fibril formation inhibitors. Potency, µM (highest dose often 57.7 µM), without a hit: at the highest dose activity change, negative = decrease. tau K18 P301L (four-repeat tau fragment) Alexa594 fluorescence, heparin fibrillization. AID 1463. actives 0.93% (n = 280,000); also: potency is read from the fitted curve at half-maximal effect; % is scaled to controls: 0 for no effect and ±100 for the full control effect; nearly all actives have a fitted effect of over 55% in size
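Human K18 P301L tau (15 uM unlabeled plus 0.24 uM Alexa 594-labeled, final) in 100 mM sodium acetate pH 7 was mixed with compound and 20 uM heparin and incubated 6 hr at 37 C.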
TR SRC2 fluor cs: Texas Red fluorescence interference in TRb-SRC2 counter-screen | Potency, µM (titrated, usually from 106 µM), for inactives: at the highest dose fluorescence change, negative = quenching | TRb/SRC2 Texas Red total fluorescence interference | actives 0.29% (n = 280,000); active = well fitted curve in either direction with a large enough effect; inconclusive = small, poorly fitted or top-dose-only effect; also: potency is read from the fitted curve at half-maximal effect; % is scaled to controls: 0 for no effect and ±100 for the full control effect
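Human TRb ligand-binding domain at 0.6 uM with 20 nM Texas Red SRC2 peptide in Tris buffer containing 1 uM T3 and 5% DMSO, incubated with compound 5 h at ambient temperature. Total fluorescence (555/632 nm) calculated as parallel + 2 × perpendicular.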
TRb SRC2 PPI: disrupts binding of human TR beta to SRC2; TRbeta-SRC2 peptide binding, fluorescence polarization; receptor liganded with 1 µM T3; Potency, µM (highest dose often 106 µM), for inactives: at the highest dose activity change, negative = inhibition, hits mostly inhibitors; actives 0.065% (n = 280,000); AID 1469;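 also: potency is read from the fitted curve at half-maximal effect; plate controls were bound peptide for no effect and peptide without receptor for full effect; nearly all actives have a fitted effect of over 50% in size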
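Human TRb ligand-binding domain (0.6 uM) is mixed with 20 nM Texas Red SRC2 peptide and 1 uM T3; after compound addition and 5 hr at ambient temperature, polarization is measured and normalized to unbound and bound controls.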
Epigenetic reg: regulators of epigenetic silencing causing reporter derepression in mouse cells; murine LDR cells, GFP reporter derepression, 30 h; Potency, µM (doses to about 53.9 µM), inactives show at the top dose GFP activation, actives largely listed as activators; actives 0.2% (n = 280,000); also: potency is read from the fitted curve at half-maximal effect; % of control where 0% means no effect; nearly all actives have a fitted effect of over 60% in size
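GFP-positive cell count by laser-scanning cytometry (objects 20–120 um) after 30 h, 37 C compound exposure of murine LDR cells; reporter is CMV-GFP integrated at a silenced locus, inducible by HDAC or DNMT inhibitors.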
NPSR antag: neuropeptide S receptor (human) antagonism, cAMP. Q6W5P4. actives 1% (n = 220,000). Potency, µM (top dose mostly 38.3 µM), without a hit: at the highest dose activity change, negative = inhibition, hits mostly inhibitors. CHO-NPSR cells, cAMP TR-FRET, antagonist mode; also: potency is read from the fitted curve at half-maximal effect; % is scaled to controls: 0 for no effect and ±100 for the full control effect; nearly all actives have a fitted effect of over 50% in size; many of its hits are not listed in these tables
Target sequence (Q6W5P4 whole entry, looked up): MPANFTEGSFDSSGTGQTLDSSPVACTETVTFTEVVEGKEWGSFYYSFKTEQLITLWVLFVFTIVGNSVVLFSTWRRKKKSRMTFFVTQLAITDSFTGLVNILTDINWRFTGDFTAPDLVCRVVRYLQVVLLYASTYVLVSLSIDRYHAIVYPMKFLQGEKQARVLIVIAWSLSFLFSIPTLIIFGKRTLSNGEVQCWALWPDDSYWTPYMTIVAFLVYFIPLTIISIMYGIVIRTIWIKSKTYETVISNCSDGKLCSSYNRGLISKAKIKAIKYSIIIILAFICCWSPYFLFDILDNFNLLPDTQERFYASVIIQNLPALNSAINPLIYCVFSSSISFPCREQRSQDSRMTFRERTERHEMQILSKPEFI
GLA spleen mod: inhibits or activates alpha-galactosidase in human spleen homogenate; P06280; human spleen homogenate, 4MU-alpha-Gal fluorescence, 40 min; Potency, µM (doses to about 80 µM), for inactives: top-dose activity change, negative = inhibition, most hits filed as inhibitors; actives 0.008% (n = 240,000); AID 2107;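 also: potency is read from the fitted curve at half-maximal effect; 0% = enzyme with vehicle and -100% = no enzyme basal signal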
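qHTS titration in buffer at pH 5.0. Alpha-galactosidase activity in spleen homogenate was measured via 4-methylumbelliferone release from 1 mM fluorogenic substrate after 40 min at 37C and a pH 10 stop. AC50 came from Hill fits of control-normalized data.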
Starred values were filed as active, the others as inactive; ? = inconclusive; . = no result given; [ ] = remark or other dose. Unless noted, calls follow the shape of the dose curve; as a rule, active = well fitted curve in the direction sought with a large enough effect; inconclusive = small, poorly fitted or top-dose-only effect, or another doubt; inactive = no such curve, though single readings can be large; an effect the other way counts as inactive or inconclusive.

Below each compound – CBFb RUNX1 block, Tau FP inhib, Tau fluor counter, TR SRC2 fluor cs, TRb SRC2 PPI, Epigenetic reg, NPSR antag, GLA spleen mod
Cc1cc(=O)[nH]c(N/N=C/c2ccc(N(C)C)cc2)n1
 : -3%, ?, -23%, -4%, -8%, 1.1%, 42%, -4%
O=C(CC(C(=O)NCc1ccccc1)c1nc2ccccc2c(=O)[nH]1)NCc1ccccc1 (stereo unspecified)
 : 5%, -10%, -27%, 3%, -1%, 1.1%, 3%[7.67 µM], 9%
CC1CCc2nn(CC(=O)Nc3ccccc3Cl)cc2C1 (stereo unspecified)
 : ., 2%, -8%, -3%, 10%, -2.5%, ., .
CC(=O)NC(Cc1ccccc1)C(=O)NC1CCN(C(=O)c2ccc([N+](=O)[O-])cc2)CC1 (stereo unspecified)
 : 2%, 4%, -1%, -1%, 7%, 2.0%, 11%, 3%
COc1cccc(N(CC(=O)Nc2ccc3c(c2)OCO3)S(=O)(=O)c2ccccc2)c1
 : -8%, ?, ?, 0%, -2%, 0.0%, -21%[46.1 µM], -2%
O=C1CCC[C@@H](C2=CCCCC2=O)C1
 : -7%[13.1 µM], ?, -15%[11.6 µM], 2%[11.2 µM], 0%[11.2 µM], 0.0%[10.1 µM], ., 10%[17.5 µM]
O=C(CSc1nnc(CNC(=O)C23CC4CC(CC(C4)C2)C3)n1-c1ccccc1)Nc1ccc(F)cc1
 : 0%, 2%, -23%, -2%, -5%, 0.0%, 7%, 1%
Cc1noc(/C=C/c2ccco2)c1S(=O)(=O)N1CCC(C(=O)N(C)Cc2ccccc2)CC1
 : -13%, -7%, -19%, 5%, 3%, -1.0%, ?, -4%
Cc1nc2ccc(S(=O)(=O)NC(C(=O)N3CCn4c3nc3ccccc34)C(C)C)cc2s1 (stereo unspecified)
 : -1%, 1%, -4%, 1%, 3%, -0.8%, -6%[46.1 µM], -7%
COc1ccccc1C(=O)Nc1sc(C(=O)N2CCCC2)c(C)c1C#N
 : -10%, -2%, 7%[2.34 µM], -4%, -2%, -0.1%, 60%, -10%
COc1cc2c(cc1OC)C1(Nc3c-2c(C)nn3-c2ccccc2)C(=O)Nc2ccccc21 (stereo unspecified)
 : -2%, ?, ?, -1%, 3%, ?, -29%[46.1 µM], 7%
FC(F)(F)c1cc(-c2ccccc2)nc(N2CCCCC2)n1
 : 9%, 7%, 4%, -2%, -4%, 0.0%, -10%[46.1 µM], 17%
Cc1ccc(CNC(=O)CCc2nc3ccccc3c(=O)[nH]2)cc1
 : 4%, ?, -1%, -4%, 3%, 0.0%, -3%[46.1 µM], -19%
O=C(Nc1ccccc1C(=O)NCCc1ccccc1)c1ccco1
 : 2%, -8%, -13%, -4%, -4%, 2.0%, -6%[46.1 µM], -4%
Cc1ccc(S(=O)(=O)c2cc3c(=O)n4cccc(C)c4nc3n(CC3CCCO3)c2=N)cc1 (stereo unspecified)
 : -1%, -4%, -4%, 0%, 5%, 2.0%, ?, 7%
Cc1cccc2cc(CN(Cc3cccs3)C(=S)NCC3CCCO3)c(=O)[nH]c12 (stereo unspecified)
 : -8%, 5%, 2%, 6%, 4%, 0.0%, -10%, 2%
O=C(c1cc(-c2ccccc2)nc2ccccc12)N1CCN(c2ccccn2)CC1
 : 0%, 11%, -10%, -5%, 2%, 0.9%, -1%[46.1 µM], -2%
Cc1ccc(NC(=O)N(CCCN2CCOCC2)Cc2cc3cc4c(cc3[nH]c2=O)OCO4)cc1
 : -3%, 2%, -15%, -6%, 3%, -2.3%, -4%[46.1 µM], 20%
Cn1c(CN2CCCC2)nc2cc(NC(=O)c3ccco3)ccc21
 : -23%, -4%, -2%, 0%, -3%, 0.0%, -11%[46.1 µM], 1%
COc1ccc(-c2oc3ncn4nc(-c5ccc(Cl)cc5)nc4c3c2-c2ccc(OC)cc2)cc1
 : ., -15%, -5%, -3%, 9%, -1.0%, ., .
CCCn1c(SCC(=O)NCc2ccccc2)n[nH]c1=O
 : 9%, 11%, 7%, -1%, 4%, -1.4%, 12%, 0%
O=C1CCCN1c1ccc(S(=O)(=O)NCc2ccco2)cc1
 : 6%, -4%, -2%, -2%, -1%, 11%, -9%[46.1 µM], 16%
O=C(O)CNC(=O)/C(=C\c1ccc2c(c1)OCO2)NC(=O)c1ccc(Br)cc1
 : 1%, 4%, -3%, 0%, 6%, -1.6%, 7%, -5%
O=C(NC1CCCc2ccccc21)c1ccccc1Br (stereo unspecified)
 : 2%, -5%, -4%, -1%, -5%, -1.4%, -4%[46.1 µM], -20%
Cc1ccc(-c2csc(N(C)C(=O)c3c(C)nn(-c4ccccc4)c3Cl)n2)cc1
 : 3%, ?, -19%, -8%, -12%, 1.5%, -16%[46.1 µM], 0%
COc1ccccc1-c1ccc(SCc2ccc([N+](=O)[O-])cc2)nn1
 : -1%, 5%, ?, -2%, 3%, 2.6%, ?, 8%
c1ccc(CCn2c(C3CC3)nc3ccccc32)cc1
 : -2%, 10%, -2%, 2%, 3%, -2.7%, -16%[46.1 µM], -1%
CN(C)S(=O)(=O)c1cccc(-c2cn3cccnc3n2)c1
 : 6%, -3%, -3%, 0%, 2%, 3.6%, -1%, ?
COC(=O)c1ccccc1NC(=O)CCCn1nc([N+](=O)[O-])cc1C
 : -3%, 7%, 4%, -1%, -5%, -1.5%, -10%, -2%
CCOC(=O)C(NC(=O)c1ccccc1Cl)(Nc1ccc(C(F)(F)F)cc1)C(F)(F)F (stereo unspecified)
 : -5%, -17%, -23%, 2%, -3%, 0.0%, ?, 0%

Compound profiles, from the list above:
O=C1CCCN1c1ccc(S(=O)(=O)NCc2ccco2)cc1 is listed as CBFb RUNX1 block: 6%; Tau FP inhib: -4%; Tau fluor counter: -2%; TR SRC2 fluor cs: -2%; TRb SRC2 PPI: -1%; Epigenetic reg: 11%; NPSR antag: -9%[46.1 µM]; GLA spleen mod: 16%
O=C(CC(C(=O)NCc1ccccc1)c1nc2ccccc2c(=O)[nH]1)NCc1ccccc1 (stereo unspecified) is listed as CBFb RUNX1 block: 5%; Tau FP inhib: -10%; Tau fluor counter: -27%; TR SRC2 fluor cs: 3%; TRb SRC2 PPI: -1%; Epigenetic reg: 1.1%; NPSR antag: 3%[7.67 µM]; GLA spleen mod: 9%

Two of these compounds in a different format:
mol,CBFb RUNX1 block,Tau FP inhib,Tau fluor counter,TR SRC2 fluor cs,TRb SRC2 PPI,Epigenetic reg,NPSR antag,GLA spleen mod
Cn1c(CN2CCCC2)nc2cc(NC(=O)c3ccco3)ccc21,-23%,-4%,-2%,0%,-3%,0.0%,-11%[46.1 µM],1%
COc1ccc(-c2oc3ncn4nc(-c5ccc(Cl)cc5)nc4c3c2-c2ccc(OC)cc2)cc1,.,-15%,-5%,-3%,9%,-1.0%,.,.

Next part
Below each compound – CBFb RUNX1 block, Tau FP inhib, Tau fluor counter, TR SRC2 fluor cs, TRb SRC2 PPI, Epigenetic reg, NPSR antag, GLA spleen mod
CC(=O)/C(=N/Nc1ccc(Br)cc1)Sc1cccc2cccnc12
 : -1%, -2%, -3%, ?, -26%[53 µM], 0.0%, -1%, 12%
COc1ccccc1CN(Cc1cc2c(C)ccc(C)c2[nH]c1=O)Cc1nnnn1Cc1ccco1
 : -2%, 6%, -2%, 4%, 0%, 0.0%, ?, 1%
O=C1C(c2ccccc2)SC(=Nc2ccccc2)N1S(=O)(=O)c1ccccc1 (stereo unspecified)
 : 1%, -9%, -11%, 3%, -13%, 1.0%, -19%[46.1 µM], -10%
CSc1cccc(-c2nnc(NC(=O)c3ccc4c(c3)OCCO4)o2)c1
 : ., -6%, 3%, -2%, 2%, -1.7%, ., .
COc1ccc2nc(N/C(N)=N/C(=S)Nc3ccccc3)nc(C)c2c1
 : -8%, -21%, ?, -4%, -7%, 1.3%, 12%, 0%
O=C(COc1ncnc2ccc(Br)cc12)N1CCOCC1
 : 0%, 3%, -4%, 0%, 7%, -1.0%, -10%[46.1 µM], 4%
NCCCC[C@H](NC(=O)C1CCNCC1)c1nnc([C@@H](N)Cc2ccc(O)cc2)o1
 : 12%, ?, -11%, -1%, 1%, 0.8%, -20%, -5%
Cc1no[n+]([O-])c1COc1ccccc1/C=C1\NC(=S)NC1=O
 : -6%, -8%, -4%, -2%, 8%, ?, ?, 0%
O=C(COc1ccccc1F)Nc1ccccc1OCc1cc(=O)n2ccccc2n1
 : ., 1%, 6%, -1%, -3%, -3.3%, ., .
O=C(CSC1=Nc2ccccc2C2CC=NN12)Nc1ccc(F)cc1Cl (stereo unspecified)
 : 5%, ?, -28%, 0%, 2%, 6.7%, 12%, 2%

Some values from the entries so far.
CC(=O)/C(=N/Nc1ccc(Br)cc1)Sc1cccc2cccnc12 in CBFb RUNX1 block → -1%
O=C(COc1ncnc2ccc(Br)cc12)N1CCOCC1 in Tau fluor counter → -4%

Gathered by group: the compounds so far with bromine
Below each compound – CBFb RUNX1 block, Tau FP inhib, Tau fluor counter, TR SRC2 fluor cs, TRb SRC2 PPI, Epigenetic reg, NPSR antag, GLA spleen mod
O=C(O)CNC(=O)/C(=C\c1ccc2c(c1)OCO2)NC(=O)c1ccc(Br)cc1
 : 1%, 4%, -3%, 0%, 6%, -1.6%, 7%, -5%
O=C(NC1CCCc2ccccc21)c1ccccc1Br (stereo unspecified)
 : 2%, -5%, -4%, -1%, -5%, -1.4%, -4%[46.1 µM], -20%
CC(=O)/C(=N/Nc1ccc(Br)cc1)Sc1cccc2cccnc12
 : -1%, -2%, -3%, ?, -26%[53 µM], 0.0%, -1%, 12%
O=C(COc1ncnc2ccc(Br)cc12)N1CCOCC1
 : 0%, 3%, -4%, 0%, 7%, -1.0%, -10%[46.1 µM], 4%

These rows are one share of the data. The share of hits here may be higher or lower than overall.
